# High-throughput results deposited in PubChem BioAssay by several laboratories.
# MRP resist rev = reverses drug resistance mediated by MRP | differential viability (reversal), % at 10 µM | 85,000 compounds, 0.04% hits | AID 602 | H69AR cells + 2 uM doxorubicin, CellTiter-Glo, 72 h;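 active = viability drop by adding the cancer drug above about 55%, with treated viability meeting a 40% cutoff, limit read from the data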;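 also: viability without doxorubicin minus viability with 2 µM doxorubicin for each compound; larger differential means the compound sensitizes cells more to doxorubicin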
# IL1B NFkB inh = blocks IL-1B driven NFkB nuclear translocation in HUVEC cells; HUVEC IL-1B NFkB p65 nuclear translocation imaging; inhibition, % at 2 µM; 94,000 compounds, 0.43% hits;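 active = inhibition above about 30% together with a positive call from visual inspection of the well image, limit read from the data; inconclusive = inhibition above a set limit but visual check negative; inactive = inhibition not above a set limit, visual check negative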;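 also: nuclear over cytoplasmic p65 intensity ratio measured by imaging; 0% = IL-1B stimulated DMSO wells and 100% = unstimulated DMSO wells; values of inactives mirror those of a sister screen read the other way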
# Bcl-B displacement = displacers of TR3 peptide from Bcl-B, primary screen, selectivity assay for Bfl-1 inhibitor project, biochemical, fluorescence polarization. 96,000 compounds, 0.11% hits. FP displacement of FITC-TR3 peptide from Bcl-B; higher % means a stronger effect. one-dose displacement, % at 20 µM; IC50 in µM for titrated hits;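 active = displacement above 50% at 20 µM plus a fluorescence interference ratio under 1.5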;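 also: plate controls were wells without compound for no effect and wells lacking Bcl-B protein for full effect; a part of the inactive calls stands beside numbers as strong as those of hits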
# PLAP inhibitors HTS = PLAP enzyme inhibitors, biochemical, luminescence, HTS (AID 690) | purified PLAP, luminescent substrate; higher % means a stronger effect | inhibition, % at 20 µM, or IC50 in µM where a hit was titrated | 96,000 compounds, 0.08% hits; in the data active = a potency from the dose series; inactive = the rest, 99 in 100 with inhibition below about 30%; also: strong numbers were not always called active
# IL1B NFkB pot = enhances IL-1B driven NFkB nuclear translocation; HUVEC IL-1B NFkB p65 nuclear translocation imaging; activation, % at 2 µM; 94,000 compounds, 0.3% hits;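 active = activation above 40%, about the mean plus 3 SD, also judged a hit on visual image review; inconclusive = activation above 40% but not a hit on visual review; inactive = activation not above 40% and no visual hit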;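 also: percent activation is computed from the nuclear over cytoplasmic p65 intensity ratio; values of inactives mirror those of a sister screen read the other way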
# MRP resist rev cytotoxicity = second read-out of MRP resist rev, no call of its own (marks repeat the call); viability, %; H69AR cells, CellTiter-Glo, 72 h; measured here: cytotoxicity without doxorubicin
# MRP resist rev with doxorubicin = also measured in MRP resist rev; calls as there; viability, %; measured here: viability with 2 uM doxorubicin; hits give low values
# IL1B NFkB inh cell count 2 µM = also measured in IL1B NFkB inh; calls as there; cell count; measured here: cells passing quality filter;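 raw number of nuclei counted in each imaged well without normalization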
# IL1B NFkB pot cell count 2 µM = recorded beside IL1B NFkB pot, whose call it bears; cell count; measured here: cells passing quality filter
# Numbers without * were called inactive; ? = inconclusive; / = no result given. Only part of the results is shown; the hit share may differ from the screen's.
SMILES,MRP resist rev,MRP resist rev cytotoxicity,MRP resist rev with doxorubicin,IL1B NFkB inh,IL1B NFkB inh cell count 2 µM,Bcl-B displacement,PLAP inhibitors HTS,IL1B NFkB pot,IL1B NFkB pot cell count 2 µM
COc1ccc(CCNC(=O)CN2CCC(C(N)=O)CC2)cc1,20,99,79,1,78,6%,0%,-1,78
Cc1cc(C(=O)Cn2cncn2)c(C)n1CCc1ccc(F)cc1,4,89,86,4,157,-5%,4%,-4,157
CCOCCc1c(O)nc(SCC(=O)NCc2ccco2)[nH]c1=O,-6,92,98,-8,216,-1%,-18%,8,216
CC(NC(=O)CSc1nc2sc3c(c2c(=O)n1-c1ccccc1)CCCC3)c1ccccc1 (stereo not given),-4,2,6,0,84,/,/,0,84
N#CCC1c2ccccc2CCN1C(=O)Nc1ccc(C(F)(F)F)cc1 (stereo not given),/,/,/,-2,90,1%,21%,2,90
C/C(=N/Oc1nc(C)cc(C)n1)c1ccc(Br)cc1,29,108,80,25,139,-5%,-82%,-25,139
Cc1cccc(C)c1NC(=O)CSc1nnc(Cn2nnc(-c3ccccc3)n2)n1-c1ccccc1,/,/,/,12,162,1%,-64%,-12,162
CCCC(=O)Nc1nc(C)c(-c2csc(Nc3ccc(Cl)cc3)n2)s1,/,/,/,-6,181,0%,0%,6,181
COc1ccccc1N1CCN(C(=O)Cc2cccs2)CC1,5,96,90,6,107,-9%,-16%,-6,107
COc1ccc(CC(=O)NC(C)c2nnc(SCCOc3ccc(OC)cc3)n2C)cc1 (stereo not given),8,94,87,?,/,1%,-13%,-64,48
ONC(=Nc1ccc(Cl)cc1)c1ccccc1Cl,/,/,/,-16,159,2%,34%,16,159
O=C(COc1ccc(CO)cc1Cl)Nc1ccc(F)cc1,3,88,85,9,144,18%,-11%,-8,32
Cc1oc2c(cc(NS(=O)(=O)c3cccs3)c3ccccc32)c1C(=O)OC(C)C,-3,73,76,-26,101,/,/,26,101
O=C(c1ccco1)N1CCN=C1SCc1ccccc1Cl,-4,100,104,3,137,5%,36%,-3,137
Cc1csc(NC(=O)CSc2nc3ccccc3s2)n1,0,87,87,14,168,19%,1%,-14,168
CCNC(=O)CN(CCc1ccccc1)S(C)(=O)=O,-2,87,89,-9,148,0%,14%,9,148
CCC(=O)Nc1cccc(NC(=O)CSc2nnnn2Cc2ccccc2)c1,11,82,71,5,92,6%,5%,-5,92
Cc1cc(C)c(NC(=O)/C=C\C(=O)O)c([N+](=O)[O-])c1,/,/,/,1,140,1%,13%,-1,140
COC(=O)c1cc(OC)c(OC)cc1NC(=O)CSc1nnc(-c2cccnc2)n1C,2,78,75,-11,123,/,/,11,123
O=C(CCCC(=O)NCC1CCCO1)NCC1CCCO1 (stereo not given),8,98,90,/,/,1%,4%,/,/
Cc1ccc(C)c2[nH]c(=O)c(CCNS(=O)(=O)c3ccccc3)cc12,-11,70,81,-11,176,-6%,-42%,11,176
COC(=O)c1cc2sc(Cl)cc2n1Cc1nc(-c2cccc(C)c2)oc1C,/,/,/,-1,187,-2%,-27%,1,187
CCC(=O)N1CCCc2cc(S(=O)(=O)N3CCN(c4ncccn4)CC3)ccc21,11,86,75,8,167,-5%,-18%,-8,167
COc1ccc(CN(CC(=O)NC2CCCC2)C(=O)c2onc(C(N)=O)c2N)cc1,-1,97,98,-24,104,6%,-7%,24,104
O=C(NCCOC(=O)c1cccs1)c1cccnc1,/,/,/,0,200,1%,12%,-1,200

# Random excerpt: three records from the list
SMILES,MRP resist rev,MRP resist rev cytotoxicity,MRP resist rev with doxorubicin,IL1B NFkB inh,IL1B NFkB inh cell count 2 µM,Bcl-B displacement,PLAP inhibitors HTS,IL1B NFkB pot,IL1B NFkB pot cell count 2 µM
COC(=O)c1cc(OC)c(OC)cc1NC(=O)CSc1nnc(-c2cccnc2)n1C,2,78,75,-11,123,/,/,11,123
COc1ccccc1N1CCN(C(=O)Cc2cccs2)CC1,5,96,90,6,107,-9%,-16%,-6,107
Cc1cccc(C)c1NC(=O)CSc1nnc(Cn2nnc(-c3ccccc3)n2)n1-c1ccccc1,/,/,/,12,162,1%,-64%,-12,162

# The results go on.
SMILES,MRP resist rev,MRP resist rev cytotoxicity,MRP resist rev with doxorubicin,IL1B NFkB inh,IL1B NFkB inh cell count 2 µM,Bcl-B displacement,PLAP inhibitors HTS,IL1B NFkB pot,IL1B NFkB pot cell count 2 µM
Cc1oc(-c2ccc(F)cc2)cc1-c1nn2c(-c3ccco3)nnc2s1,-5,47,52,-12,124,/,/,12,124
CCc1cccc2c1NC(=O)[C@]21[C@@H]2C(=O)N(Cc3ccccc3)C(=O)[C@@H]2[C@@H]2CCCN21,20,88,68,2,113,-2%,-48%,-2,113
CC(C)OCCCNC(=O)CN1CCN(Cc2ccccc2Cl)C1=O,-1,102,104,3,60,-3%,-30%,-3,60
O=c1c(-c2ccco2)[n+]([O-])c2ccccc2n1OCc1ccccn1,12,95,84,8,133,34%,10%,-8,133
O=C(CSc1nnc(-c2ccc(Cl)s2)o1)N1CCCc2ccccc21,6,100,95,5,124,-1%,24%,-5,124
CC1CCCCC1NC(=O)C1CCN(S(=O)(=O)c2ccc(-n3cnnn3)cc2)CC1 (stereo not given),/,/,/,4,156,-10%,-10%,-4,156
COc1cccc(CNC(=O)c2cnc(-c3ccccn3)nc2C(F)(F)F)c1,-1,95,97,/,/,-22%,2%,/,/
COc1ccc2nc(SCC(=O)Nc3c(C)cccc3C)[nH]c2c1,2,90,88,1,124,-4%,-37%,-1,124
NS(=O)(=O)c1ccc(NC(=O)C2CCCO2)cc1 (stereo not given),-27,76,103,14,29,-3%,-24%,-14,29
Cc1ccc(S(=O)(=O)N2CCN(C(=O)c3ccccc3)CC2)cc1,0,88,88,-25,196,-4%,3%,25,196
O=C(NNc1cccc(Cl)n1)c1ccc(Cl)cc1Cl,/,/,/,-4,212,13%,-33%,4,212
CCOC(=O)c1ccc(NS(=O)(=O)c2cc(C)ccc2OC)cc1,/,/,/,-11,149,-7%,-36%,11,149
Cc1ccccc1-n1nc2c(c1NC(=O)c1c(-c3ccccc3Cl)noc1C)CS(=O)(=O)C2,5,94,89,3,65,-4%,-6%,-3,65
COc1ccccc1C(=O)Nc1nnc(-c2ccc3c(c2)CCCC3)o1,-16,46,61,53*,156*,-13%,-85%,-53,156
CCCS(=O)(=O)N1CCCC(C(=O)NCCN2CCCCC2C)C1 (stereo not given),4,96,92,-15,167,4%,-18%,15,167
Cc1ccc(Cn2ccc(NC(=O)c3noc4c3CCCCC4)n2)cc1,0,86,86,/,/,-8%,21%,/,/
CC(C)Oc1ccc(C(=O)NCc2cccnc2)cc1,3,99,96,-10,162,-4%,-4%,10,162
O=C(NC(=S)N1CCCCC1)C12CC3CC(CC(C3)C1)C2,/,/,/,12,160,-1%,9%,-12,160
Cc1ccc(NC(=O)c2ccc(-n3cncn3)c([N+](=O)[O-])c2)cc1,/,/,/,1,112,-6%,12%,-1,112
COc1cc(OC)c(C2N(c3cc(C)on3)C(=O)C3CCCN32)cc1OC (stereo not given),9,94,84,11,122,-1%,-39%,-11,122
CC(Sc1nc(-c2ccccc2)cc(C(F)(F)F)n1)C(=O)N1CCC(C(N)=O)CC1 (stereo not given),2,70,68,1,143,/,/,-1,143
N#CCCn1nnc(-c2ccccc2F)n1,-5,96,101,-12,190,-18%,20%,12,190
O=C(Cn1ncc2c1-c1ccccc1OC2)N1CCc2ccccc21,11,91,80,1,63,-4%,6%,-1,63
Cc1ccc(S(=O)(=O)N2CCN(c3cc4c(cc3[N+](=O)[O-])n(C)c(=O)n4C)CC2)cc1,/,/,/,6,128,15%,-20%,-6,128
O=C(CSc1nc2[nH]ncc2c(=O)n1-c1ccccc1)N1CCCc2ccccc21,7,84,78,4,148,7%,/,-4,148

# More entries
SMILES,MRP resist rev,MRP resist rev cytotoxicity,MRP resist rev with doxorubicin,IL1B NFkB inh,IL1B NFkB inh cell count 2 µM,Bcl-B displacement,PLAP inhibitors HTS,IL1B NFkB pot,IL1B NFkB pot cell count 2 µM
CCCC1=C(C(=O)OCC)C(c2ccncc2)n2ncnc2N1 (stereo not given),-1,79,80,-19,165,-20%,9%,19,165
CCOc1ccccc1C(=O)NCCCCCC(=O)O,/,/,/,-9,182,2%,-4%,9,182
Cc1ccc(/C=C/C(=O)Nc2cc(C)on2)cc1,-4,88,92,14,142,-5%,-15%,-14,142
CCCCCOc1ccc(NC(=O)C(=O)NCCCn2ccnc2)cc1,/,/,/,-17,156,-1%,22%,17,156
O=C(O)c1c(-c2ccccc2)c2oc3ccccc3c2[nH]c1=O,/,/,/,-1,96,0%,-1%,1,96
CCOc1ccc(C(=O)NCC(C)CN(C)C)cc1OCC (stereo not given),13,99,86,10,154,0%,12%,-10,154
O=S(=O)(c1ccc(Sc2nnc3ccccn23)nc1)N1CCOCC1,9,92,82,-2,137,-6%,8%,2,137
O=C(NC1=NCCS1)NC12CC3CC(CC(C3)C1)C2,1,87,86,-2,136,-3%,-16%,2,136
COc1ccc(CCNC(=O)CCn2c(=O)oc3ccccc32)cc1OC,6,90,85,/,/,0%,-3%,/,/
CCCOc1ccc(-c2nc(C#N)c(NCCCn3ccnc3)o2)cc1,-33,50,83,-5,155,-1%,7%,5,155
O=S(Cc1ccccc1)CC(O)(c1ccccc1)c1ccccc1 (stereo not given),/,/,/,-9,150,28%,-2%,9,150
CC(C)(Oc1ccc(Cl)cc1)C(=O)Nc1ncccn1,3,97,94,1,143,0%,-9%,-1,143
CC(=O)c1cccc(N=C2C(=O)Nc3ccccc32)c1,/,/,/,13,85,-17%,9%,-13,85
COCCOCC(O)CN1CCN(c2ccc(C)cc2)CC1 (stereo not given),0,98,99,-5,155,11%,-2%,5,155
CNC(=O)COc1ccc(-c2nn(C)c(=O)c3ccccc23)cc1,11,100,89,-7,195,-5%,18%,7,195
O=C(Cc1cccs1)N1CCCC(c2nc3c(nnn3Cc3ccccc3Cl)c(=O)[nH]2)C1 (stereo not given),34,82,49,-18,123,-6%,-59%,18,123
CCCCCn1c(CN2CCN(C)CC2)nc2c1c(=O)n(C)c(=O)n2C,2,94,92,-18,53,3%,-60%,18,53
Cc1ccc2sc(-c3ccc(NC(=O)c4cc(-n5cnnc5)ccc4Cl)cc3)nc2c1,/,/,/,0,134,0%,-54%,1,134
COc1ccccc1C1(CC(=O)O)CCOC(C(C)C)C1 (stereo not given),3,96,93,-22,131,-1%,-12%,22,131
Cc1cc(C(F)(F)F)nn1Cc1ccc(C(=O)NCc2ccco2)o1,9,97,88,11,76,-6%,-44%,-11,76
Cc1cc(N=CC2=C(O)CC(C)(C)CC2=O)no1,-2,101,104,-3,92,-2%,9%,3,92
O=C1OC(c2ccccc2)=C/C1=C/N1CCCCC1,11,89,78,-6,85,-10%,-3%,6,85
CCn1ncc([N+](=O)[O-])c1C(=O)N1CCCC1,/,/,/,0,180,10%,6%,0,180
COC(=O)c1scc(C)c1NC(=O)C1CCCCC1,4,93,89,/,/,0%,4%,/,/
CCc1c(C)nc(SCC(=O)Nc2ccc(Br)cc2)[nH]c1=O,-2,91,92,2,188,7%,-6%,-2,188

# Later entries
SMILES,MRP resist rev,MRP resist rev cytotoxicity,MRP resist rev with doxorubicin,IL1B NFkB inh,IL1B NFkB inh cell count 2 µM,Bcl-B displacement,PLAP inhibitors HTS,IL1B NFkB pot,IL1B NFkB pot cell count 2 µM
CCOc1ccc(CN2CCN(C(=O)c3ccccc3)CC2)cc1,-3,80,83,-10,161,-11%,-21%,10,161
Cc1ccc(C(C(=O)NC2CCCC2)N2CCCCC2)cc1 (stereo not given),14,87,73,/,/,1%,-5%,/,/
O=C(O)C1CCN(S(=O)(=O)c2ccc(Oc3ccccc3)cc2)CC1,10,103,93,-20,154,-5%,-39%,20,154
CCOc1cc(C(=O)N(C)Cc2cc3cc(OC)ccc3[nH]c2=O)cc(OCC)c1OCC,11,87,76,-10,162,-2%,-34%,10,162
CCS(=O)(=O)N1CCCC(C(=O)NCc2cccnc2)C1 (stereo not given),4,101,97,-20,127,-2%,21%,20,127
O=C1COc2ccc(NC(=O)N3CCN(c4ccc(F)cc4)CC3)cc2N1,/,/,/,9,106,8%,8%,-9,106
